# Nrf2 block = Nrf2 qHTS screen for inhibitors; Potency, µM (top dose mostly 46 µM), without a hit: at the highest dose activity change, negative = inhibition, hits mostly inhibitors; A549 ARE-Fluc reporter, luciferase luminescence, 18-24 h; 360,000 tested, 2.1% active; note: potency is the fitted concentration of half-maximal effect; % is set by controls: 0 for no effect and ±100 for the full control effect; nearly all actives have a fitted effect of over 60% in size
#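 Nrf2 activity is the BugLite luminescence, read 15 min after reagent at room temperature, following CellTiter-Fluor cytotoxicity readout (30 min, 37C). Compound titrations were applied for 18-24 h to 5000 A549 ARE_Fluc cells/well in 5% FBS OPTI-MEM.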
# TGFb inhibitor = qHTS for Inhibitors of TGF-b; AID 588855, 2011; 410,000 tested, 1.2% active; HepG2 CAGA-GFP TGF-b/SMAD3 reporter, GFP fluorescence, 18 h; TGF-beta stimulated, 500 pg/mL final; Potency, µM (titrated, usually from 46.1 µM), without a hit: at the top dose activity, negative = inhibition, most hits filed as inhibitors; note: potency is the fitted concentration of half-maximal effect; % is set by controls: 0 for no effect and ±100 for the full control effect; nearly all actives have a fitted effect of over 65% in size
#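 TGF-beta reporter screen: HEPG2 CAGA-GFP, 1% FBS, 500 pg/mL TGF-beta final, 18 h; per-cell GFP summed per well; curves fitted and categorized by class.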
# Nrf2 ARE act = qHTS of Nrf2 Activators; 410,000 tested, 0.31% active; AID 624171, 2012; Potency, µM (highest dose often 46.1 µM), for inactives: at the top dose activation, most hits filed as activators; AREc32 ARE-luciferase reporter (MCF7-derived line), luminescence, 24 h; note: potency is the fitted concentration of half-maximal effect; % of control where 0% means no effect; nearly all actives have a fitted effect of over 65% in size
#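 ARE activation measured as luciferase luminescence (Steady-Glo, 30 min RT) in AREc32_Fluc cells after 24 hr compound exposure at 37 deg C, 5% CO2; cells seeded overnight at 1000/well in OPTI-MEM, 5% FBS.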
# EPAC2 agonist = qHTS for Agonist of cAMP-regulated guanine nucleotide exchange factor 4 (EPAC2): primary screen. Rap guanine nucleotide exchange factor 4 (Homo sapiens), Q8WZA2. EPAC2 activation, biochemical qHTS; response scale: 100% = 6.5 mM cAMP response. Potency, µM (series often up to 154 µM), for inactives: top-dose activation, usual class: activators. 360,000 tested, 0.079% active. AID 720711, 2013; note: potency is the fitted concentration of half-maximal effect; nearly all actives have a fitted effect of over 50% in size
# Target sequence (Q8WZA2 whole entry, looked up): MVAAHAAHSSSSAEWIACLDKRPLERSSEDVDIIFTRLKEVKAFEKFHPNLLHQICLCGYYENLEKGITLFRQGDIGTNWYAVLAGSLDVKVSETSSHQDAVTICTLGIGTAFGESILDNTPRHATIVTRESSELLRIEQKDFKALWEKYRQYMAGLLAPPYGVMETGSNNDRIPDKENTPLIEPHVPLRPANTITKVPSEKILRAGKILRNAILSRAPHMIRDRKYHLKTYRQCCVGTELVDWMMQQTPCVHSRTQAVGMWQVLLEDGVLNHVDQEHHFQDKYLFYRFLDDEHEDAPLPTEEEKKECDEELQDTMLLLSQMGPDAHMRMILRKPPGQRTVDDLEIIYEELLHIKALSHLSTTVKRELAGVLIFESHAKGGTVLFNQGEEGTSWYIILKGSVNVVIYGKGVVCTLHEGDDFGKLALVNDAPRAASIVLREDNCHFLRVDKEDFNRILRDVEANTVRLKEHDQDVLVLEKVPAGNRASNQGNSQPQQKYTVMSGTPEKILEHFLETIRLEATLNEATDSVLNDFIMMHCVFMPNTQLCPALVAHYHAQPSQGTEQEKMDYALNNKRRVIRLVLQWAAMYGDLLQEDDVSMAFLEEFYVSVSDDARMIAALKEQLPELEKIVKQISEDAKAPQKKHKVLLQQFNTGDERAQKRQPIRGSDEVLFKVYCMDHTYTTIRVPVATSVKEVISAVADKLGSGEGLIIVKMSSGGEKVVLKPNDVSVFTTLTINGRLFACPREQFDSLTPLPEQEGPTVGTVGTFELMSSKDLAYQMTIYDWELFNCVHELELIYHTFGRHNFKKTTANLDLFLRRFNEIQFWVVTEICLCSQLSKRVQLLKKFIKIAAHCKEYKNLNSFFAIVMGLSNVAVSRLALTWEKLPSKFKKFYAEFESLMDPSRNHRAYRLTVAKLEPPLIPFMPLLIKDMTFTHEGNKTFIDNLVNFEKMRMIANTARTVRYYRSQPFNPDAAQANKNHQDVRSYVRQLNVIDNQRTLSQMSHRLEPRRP
#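 Compounds were added across a concentration range to EPAC2 (100 nM), RAP1B-BODIPY-GDP (250 nM) and GDP (50 uM). After 5 min at room temperature, fluorescence was recorded at 5-min intervals for 30 min.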
# Mm-Cpn inhibitor = Inhibitors of TCP-1 ring complex (TRiC) of Methanococcus maripaludis (MmCpn): qHTS. purified Mm-Cpn ATPase, ADP Transcreener TR-FRET. Potency, µM (doses to about 76.9 µM), without a hit: at the highest dose activity, negative = inhibition, hits mostly inhibitors. 330,000 tested, 0.031% active; note: potency is the fitted concentration of half-maximal effect; % is set by controls: 0 for no effect and ±100 for the full control effect; nearly all actives have a fitted effect of over 80% in size
#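 TR-FRET (320 nm excitation; 590 and 665 nm emission) reports ADP made from 10 uM ATP by 25 nM enzyme; compounds were preincubated 10 min, reaction run 30 min, both at 37°C.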
# EPAC2 antag = qHTS for Antagonist of cAMP-regulated guanine nucleotide exchange factor 2 (EPAC2): primary screen; Rap guanine nucleotide exchange factor 4 (Homo sapiens), Q8WZA2; EPAC2 GEF exchange of Rap1B-BODIPY-GDP, fluorescence; Potency, µM (doses to about 114 µM), without a hit: at the top dose activity, negative = inhibition, usual class: inhibitors; 360,000 tested, 0.18% active; AID 720708, 2013; note: potency is the fitted concentration of half-maximal effect; % is set by controls: 0 for no effect and ±100 for the full control effect; nearly all actives have a fitted effect of over 45% in size; many of its hits are not listed in these tables
# CCT modulator = High-Throughput Screening for Modulators of Cytosolic Chaperonin Activity; 360,000 tested, 0.3% active; activity change, % (concentration not given with the values), hits read low; AID 651819, 2012; purified chaperonin ATPase assay, HTRF ADP detection, 30 min; in the data active = activity change below about -30%; note: % is set by controls: 0 for no effect and ±100 for the full control effect
#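 First, chaperonin was dispensed at 40 nM or 20 nM final depending on batch activity. Next, compounds were pinned at 76 uM and ATP added at 10 uM. After 30 min at 37 °C, ADP detection reagents ran 30 min at ambient temperature.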
# pAkt inh = HTS Assay for Inhibitors of Akt Phophorylation: Primary Screen; Neuro2A IGF-stimulated pAkt S473 HTRF, 20 min; stronger effect = lower value; activity change, % for hits at 50 µM; 360,000 tested, 0.32% active; in the data active = activity change below about -80%; inconclusive = mostly about -51% to -80%; note: % is set by controls: 0 for no effect and ±100 for the full control effect
#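 Neuro2A cells (4,500/well, DMEM with 0.5% FBS) were treated with compound at a single 50 µM final concentration, stimulated with 6 nM IGF for 20 min at 37 °C, and lysed. Phospho-Akt Ser473 was read by HTRF as 665/615 ratio ×10^4.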
# A549 tox = Nrf2 qHTS screen for inhibitors: counterscreen for cytotoxicity; A549 ARE-Fluc cells, CellTiter-Fluor viability, 18-24 h; Potency, µM (doses to about 46 µM), for inactives: at the highest dose activity change, negative = cytotoxicity, actives largely listed as inhibitors; 390,000 tested, 0.16% active; AID 504648, 2011; note: potency is the fitted concentration of half-maximal effect; % is set by controls: 0 for no effect and ±100 for the full control effect
#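 A549 ARE_Fluc cells in 5% FBS OPTI-MEM were exposed to compounds in concentration-response for 18-24 h at 37 deg C. Viability was read by CellTiter-Fluor fluorescence (Ex 405/Em 525) after 30 min, before the luciferase read.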
# Active calls of the source: *; i = inactive; ? = inconclusive; . = no result given; & = joins results of further samples; [ ] = another dose, or the depositor's remark. Unless noted, calls come from the whole dose curve; as a rule, active = well fitted curve in the direction sought with a large enough effect; inconclusive = small, poorly fitted or top-dose-only effect, or another doubt; inactive = no such curve, though single readings can be large; an effect the other way counts as inactive or inconclusive. Some of the compounds tested (hit frequency here may not be typical).
Molecule	Nrf2 block	Mm-Cpn inhibitor	EPAC2 agonist	Nrf2 ARE act	A549 tox	EPAC2 antag	CCT modulator	pAkt inh	TGFb inhibitor
O=C(/C=C/c1cccc([N+](=O)[O-])c1)N1CCN(c2ccccc2F)CC1	-1%	-6%	10%	4.3%	15%	0%	-0.5	i	-28%
Cc1cc(=O)n2ccccc2c1C#N	6%	-3%	2%	-0.3%	-1%	2%	2.4	i	2%
COCC(C)NC(=O)C1CC(=O)N(CCc2ccc(F)cc2)C1 (stereo not given)	.	.	1%	-1.0%	.	0%	-0.3	i	3%
CCOc1ccc(N2C(=O)CC(Sc3nc(-c4cccs4)cc(C(F)(F)F)c3C#N)C2=O)cc1 (stereo not given)	-29%	-5%	21%[15.6 µM]	0.3%	-4%	6%	-8.2	.	36%
Nc1nonc1C(=O)NCCNCc1cccc(Cl)c1Cl	3%	.	.	-1.1%	1%	.	.	.	22%
CC1CCN(c2nc3ccc(C(=O)NCCCN4CCCCC4)cc3s2)CC1	?	1%	2%	-0.8%	-4%	7%	-0.1	i	37%[activator]
N#Cc1ccc(CN2CCN(c3ccc(S(=O)(=O)N4CCCC4)cn3)CC2)cc1	0%	2%	2%	0.2%	-2%	4%	0.4	i	5%
CN(C)S(=O)(=O)c1cccc(NC(=O)COC(=O)c2cn(-c3ccccc3)nc2-c2ccccc2)c1	?	-18%	6%	0.5%	-8%	3%	2.1	i	-2%
O=C(O)Cn1c(C(F)(F)F)nc2ccccc21	3%	.	5%	-0.1%	7%	8%	-1.0	i	2%
C/C(=N/NS(=O)(=O)c1ccc(C)cc1)c1ccc(NC(=O)C(F)(F)F)cc1	5%	3%	6%	-0.4%	-1%	-15%	0.0	i	6%
CCc1ccc(-c2nn(-c3ccccc3)cc2C2SCC(=O)N2Cc2ccco2)cc1 (stereo not given)	-8%	-2%	4%	0.5%	-11%	-16%	-2.5	i	-14%
Cc1cccc(NC(=O)Nc2ccc3c(c2)CCC3)c1	?	?	-4%	3.2%	-4%	2%	-0.6	i	3%
Cc1cc(-c2ccc(C)c(S(=O)(=O)NCc3ccc(Br)cc3)c2)on1	20%	-2%	18%	-0.1%	0%	-15%	-1.3	i	?
O=S1(=O)CC/C(=N\Nc2ccccc2)c2ccsc21	10%	2%	0%	8.6%	-2%	-18%	0.9	i	8%
Cc1cc(-c2nnc(SCC(=O)Nc3ccccc3C)n2N)n[nH]1	2%	2%	6%	-1.3%	2%	-2%	1.5	i	10%
CCOc1ccc2ccccc2c1C(=O)Nc1cc(=O)n(C)c(=O)n1C	-3%	1%	2%	1.9%	-15%	11%	0.6	i	-10%
O=S1(=O)NC(C2CC2c2ccccc2)CCO1 (stereo not given)	-12%	-2%	5%	0.1%	-2%	6%	0.0	i	4%
CC(O)C1C(=O)OC2(C)CC(C)(C)NC(=S)N12 (stereo not given)	1%	-2%	7%	-0.8%	1%	-1%	-1.8	i	-5%
COCCCNC(=O)CSc1nc2ccc(N3CCOCC3)cc2c(=O)n1CCc1ccccc1	16%	.	9%	-0.7%	1%	-3%	-0.4	i	?
O=C(NCCCN1CCCC1=O)c1cccc(S(=O)(=O)N2CCN(c3ccc(F)cc3)CC2)c1	?	2%	3%	0.1%	-5%	-6%	-1.3	i	-5%
O=C(CN(C(=O)CCC(=O)Nc1ccccn1)c1cccc(F)c1)NCc1ccc(F)cc1	-12%	1%	0%	-0.4%	1%	3%	0.0	i	-25%
Cc1ccccc1OCC(=O)Nc1nnc(S(=O)(=O)N(C)c2ccccc2)s1	?	.	.	0.4%	2%	.	.	.	0%
CC(C)c1ccc(NC(=O)CCNS(=O)(=O)c2cccc3nsnc23)cc1	-5%[9.27 µM]	0%	-1%	0.6%&-0.2%	?	-4%	-1.2	i	-30%&-2%
O=C(NNC(=O)C1CC=CCC1)c1ccccc1Br (stereo not given)	?	-1%	-2%	-0.2%	-4%	4%	-0.6	i	16%
CC(=O)OCC(=O)C1(O)CCC2C3CC(C)C4=CC(=O)C=CC4(C)C3(F)C(O)CC21C (stereo not given)	0.058µM*	.	15%	1.2%	4%	12%	-0.3	i	16%
CCOC(=O)Nc1ccc2c(c1)N(C(=O)N(CC)CC)c1ccccc1CC2	-15%	1%	3%	0.1%	0%	-6%	-1.3	i	26%
FC(F)(F)c1ccccc1C1=CC(c2ccccc2)n2ncnc2N1 (stereo not given)	6%	.	0%	13%	-2%	1%	-2.9	i	-5%
COc1ccc2oc(C(=O)c3ccccc3)c(NC(=O)CN3CCN(C)CC3)c2c1	4%	-4%	1%	4.1%	4%	1%	-5.3	i	12%
CCc1cccc2c(C(=O)C(NCCOC)c3ccccc3)c[nH]c12 (stereo not given)	-6%	-3%	-2%	0.5%	-1%	?	-1.1	i	-7%
O=C(c1ccc(N2C(=O)CCC2=O)cc1)N1CCCSC1=Nc1ccccc1	.	.	-6%	-0.4%	.	-1%	-1.2	i	-10%
CN(C(=O)CSc1nnnn1-c1ccc(O)cc1)C1CCCCC1	6%	-10%	9%	0.1%	-5%	4%	0.5	i	16%
CCOc1ccccc1OCC(=O)Nc1ccc(S(=O)(=O)N(C)C)cc1	?	2%	3%	1.9%	-8%	-4%	0.1	i	-14%
O=NN(C(=O)NC1CCC(C(=O)O)CC1)C1CCC(C(=O)O)CC1 (stereo not given)	.	.	0%	0.2%	.	4%	0.8	i	18%
O=C(NC(=S)Nc1nc(-c2ccccc2)cs1)c1cncc(Br)c1	-9%	2%	9%	-0.1%	-6%	0%	-2.0	i	0%
O=C(Nc1ccccc1)O/N=C/c1ccncc1	?	1%	-19%	2.9%	-12%	-15%[57.1 µM]	-3.2	i	11%
O=C(CNC(=O)c1ccc(Br)o1)NCc1ccc(Cl)cc1	-20%	1%	-3%	-1.4%	0%	-5%	0.8	i	-22%
COC(C[C@@H](O)C[C@@H](O)[C@H](C)OCc1ccccc1)OC	-9%	.	3%	-1.2%	0%	12%	-0.8	i	-8%
Cc1ccccc1Nc1nnc(SCC(=O)N(C)C2CCS(=O)(=O)C2)s1 (stereo not given)	-5%	1%	4%	-0.8%	1%	8%	-0.1	i	-6%
COC(=O)CSc1nc(N2CCOCC2)c2c(c1C#N)CCCC2	19%	1%	11%	0.1%	-3%	?	1.1	i	-17%
CCCS(=O)(=O)NC(=O)C1(C)CCCN(C(=O)c2cc(OC)ccc2Br)C1 (stereo not given)	.	.	0%	-0.3%	.	-7%	1.3	i	0%

# Full records as entered above. Values in the order: Nrf2 block, Mm-Cpn inhibitor, EPAC2 agonist, Nrf2 ARE act, A549 tox, EPAC2 antag, CCT modulator, pAkt inh, TGFb inhibitor
# Entry for CC1CCN(c2nc3ccc(C(=O)NCCCN4CCCCC4)cc3s2)CC1 → ?, 1%, 2%, -0.8%, -4%, 7%, -0.1, i, 37%[activator]
# Entry for COC(=O)CSc1nc(N2CCOCC2)c2c(c1C#N)CCCC2 → 19%, 1%, 11%, 0.1%, -3%, ?, 1.1, i, -17%
# Entry for O=S1(=O)CC/C(=N\Nc2ccccc2)c2ccsc21 → 10%, 2%, 0%, 8.6%, -2%, -18%, 0.9, i, 8%

# (next part)
Molecule	Nrf2 block	Mm-Cpn inhibitor	EPAC2 agonist	Nrf2 ARE act	A549 tox	EPAC2 antag	CCT modulator	pAkt inh	TGFb inhibitor
COc1ccc(Nc2nc3ccccc3n3cnnc23)cc1Cl	-20%	3%	4%	6.6%	-4%	1%	-1.0	i	0%
COCCNC(=O)CCCN1C(=O)c2ccccc2Sc2ncccc21	?	1%	6%	-0.3%&-0.6%	2%&3%	9%	0.0	i	6%&-3%
c1ccc(-c2cc3nc(NCc4ccc5c(c4)OCO5)ccn3n2)cc1	.	.	3%	0.6%[9.22 µM]	.	-6%	-0.2	i	12%
C=C(C)C1CC=C(C)/C(=N\NC(=O)CCc2ccccc2)C1 (stereo not given)	-10%	-1%	-2%	-0.5%	13%	14%	-2.1	i	10%
COc1ccc(CN2CCN(Cc3ccon3)CC2CCO)c(C)c1C (stereo not given)	0%	2%	1%	0.1%	-2%	5%	-2.3	i	-3%
COc1ccc(Nc2cc(C)nc3ccccc23)cc1	-19%	.	4%	0.4%	-14%	-6%	-2.1	i	-26%
C=CCn1c(SCC(=O)Nc2nnc(CC)s2)nnc1-c1ccco1	3%	-1%	-9%	0.4%	3%	9%	-3.1	i	-8%
Cc1ccc(NC(=O)c2cccc3c2C(=O)N(C2CCCCC2)C3)c(C)c1	-5%&25%	-1%	-4%	-0.8%&-1.0%	-1%&7%	0%	-1.4	i	2%&-1%
CCOc1cc(CN2CCN(c3ccc(C(C)=O)cc3)CC2)ccc1OC	-22%	-2%	8%	0.5%	-1%	-5%	-4.7	i	?
CCOc1ccc(OCC)c(S(=O)(=O)N2CCC(C)CC2)c1	-29%	-1%	16%	-1.2%	8%	-1%	-4.5	i	-12%
Cc1cccc(NC(=O)CCNS(=O)(=O)c2cccc3nsnc23)c1C	-3%	2%	3%	0.5%&-0.4%	-7%&0%	-3%	0.2	i	13%&6%
C=CCN1C(=O)/C(=C/c2ccc(OC(C)=O)c(OCC)c2[N+](=O)[O-])SC1=S	-2%	-24%	13%	3.4%	-8%	-29%	3.0	i	7.1µM*
